IkB signaling = IkB Signaling; hit rate 0.04% among 110,000; AID 445, 2006; Potency, µM (series often up to 57.1 µM), without a hit: at the top dose IkBa stabilization activation; ABC-DLBCL IkBa-CBG/CBR dual luciferase ratio, 4 h; response scale: scaled: untreated 0%, proteasome inhibitor 100%; active = well fitted curve in the direction sought with a large enough effect in the signal ratio, not every such curve was filed as active; inconclusive = small, poorly fitted or top-dose-only effect, or a change in a side signal; the % refers to the signal ratio;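 also: the direction sought is a rising ratio; 0% = basal untreated cells and 100% = reference inhibitor full response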
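Curves were fitted separately to fusion (green), unfused (red) and ratio luminescence, then classed by r2, magnitude and activity. Cells: OCI-Ly3, 4 h compound plus doxycycline at 37C; 10 uM MG-132 defined full response.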
Peg3 imprint = qHTS Assay for Compounds that Induce Erasure of Genomic Imprints | mouse ES Peg3-LacZ reporter, beta-gal luminescence, 40 h | hit rate 0.02% among 110,000 | Potency, µM (doses to about 60.7 µM), for inactives: at the top dose activity change, positive = activation, hits mostly activators | AID 1948, 2009;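 also: 0% = negative control wells on the plate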
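Readout: BetaGlo luminescence (5 min, room temp) for LacZ from the normally silent maternal Peg3 allele in female Peg3LacZ-Neo ES cells. Cells 300/well, 40 h, 37C, 5% CO2. Data normalized per plate to negative controls.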
p53ts 39C tox = qHTS Screen for Compounds that Selectively Target Cancer Cells with p53 Mutations: Cytotoxicity of p53ts Cells at the Nonpermissive Temperature | H1299-p53A138V viability at 39C, ATP luminescence, 24 h | Potency, µM (series often up to 46.1 µM), inactives show at the highest dose activity change, negative = cell killing, actives largely listed as cytotoxic | hit rate 1.5% among 130,000; also: nearly all actives have a fitted effect of over 55% in size
p53ts 32C kill = qHTS Screen for Compounds that Selectively Target Cancer Cells with p53 Mutations: Cytotoxicity of p53ts Cells at the Permissive Temperature | H1299-p53A138V at 32C, ATP luminescence viability, 24 h | Potency, µM (doses to about 46.1 µM), for the others: at the highest dose activity change, negative = cytotoxicity, hits mostly cytotoxic | hit rate 0.93% among 130,000 | AID 924, 2007;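 also: 0% = DMSO and -100% = full killing by reference compound; nearly all actives have a fitted effect of over 55% in size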
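Viability by ATPlite luminescence after 24 h compound treatment (up to 46 uM) at the permissive 32C. Cells are H1299 carrying p53 A138V. Scale runs from DMSO basal to 100 uM tamoxifen as full kill; AC50 from Hill fits.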
An asterisk follows results filed as active; ? = inconclusive; . = not tested or not shown; [ ] = another dose, or the depositor's remark. Unless noted, calls follow the shape of the dose curve; as a rule, active = well fitted curve in the direction sought with a large enough effect; inconclusive = small, poorly fitted or top-dose-only effect, or another doubt; inactive = no such curve, though single readings can be large; an effect the other way counts as inactive or inconclusive. Unless noted, % is scaled to controls: 0 for no effect and ±100 for the full control effect; potency is read from the fitted curve at half-maximal effect.

1) CC(=O)c1ccc(NC(=O)Cn2c(=O)nc(-c3ccccc3)c3cc(Cl)ccc32)cc1
2) COc1ccc(NC(=O)C2CCN(C(=O)c3sc4nc[nH]c(=O)c4c3C)CC2)c(OC)c1
3) COc1ccccc1C(=O)Nc1ccc(OCc2cc(=O)n3ccc(C)cc3n2)cc1
4) Cc1ccc(C)n1-c1c(C(=O)NCC(C)c2ccccc2)sc2ncccc12 (configuration not stated)
5) Cc1cnc(CNc2ccnc(-c3ccccc3C(F)(F)F)n2)cn1
6) Cc1cc(NC(=O)CSc2nnc3c(C)cc4ccccc4n23)no1
7) Cc1nc2cnc(N(C)C)nc2n(CCC#N)c1=O
8) Cc1ccc(C)n1CCN1CCN(CC(=O)Nc2cc(C(F)(F)F)ccc2Cl)CC1

Screen / compound no.,1,2,3,4,5,6,7,8
IkB signaling,0.8%,0.7%,?,?,1.7%[11.4 µM],-0.5%,-0.2%[11.4 µM],5.0%
Peg3 imprint,13%[10.9 µM],7%[10.9 µM],8%[10.9 µM],-15%[10.9 µM],-2%,-6%,8%,-33%[inhibitor]
p53ts 39C tox,-3%,0%,31%[activator],-9%,-6%,5%,-6%,-20%
p53ts 32C kill,6%,-2%,-2%,10%,9%,4%,-3%,3%

9) CCOC(=O)CSc1nc2cc(C(=O)NCc3ccco3)ccc2c(=O)n1C1CCCCC1
10) CCN(CC)S(=O)(=O)c1ccc(C(=O)Nc2ccc(OCC(=O)N3CCOCC3)cc2)cc1
11) COc1ccc(OCC(=O)Nc2ccc(S(=O)(=O)N3CCCCCC3)cc2)cc1
12) Cc1nnc(SCCn2c(N3CCC(C)CC3)nc3c2c(=O)[nH]c(=O)n3C)s1
13) COc1cccc(C2CC(=O)Nc3cc4c(cc32)OCCO4)c1OC (configuration not stated)
14) Cc1ccccc1OCCCCn1c(CCNC(=O)C(C)(C)C)nc2ccccc21
15) COc1ccc2nc(SCC(=O)N3CCNC3=O)[nH]c2c1
16) CCCCn1nc(C(=O)Oc2ccc3c(C)cc(=O)oc3c2)c2ccccc2c1=O

Screen / compound no.,9,10,11,12,13,14,15,16
IkB signaling,-2.3%,-0.1%,2.6%,0.1%,10%,?,0.7%,.
Peg3 imprint,?,-11%,-9%,-5%,-12%[10.9 µM],-8%[10.9 µM],-44%[inhibitor],.
p53ts 39C tox,-9%,-17%,6%,7%,-18%,?,-6%,-7%
p53ts 32C kill,4%,-26%,11%,5%,13%,8%,-11%,-6%

17) CC(C(=O)Nc1cc(C(F)(F)F)ccc1N1CCOCC1)N1C(=O)C2CC=CCC2C1=O (configuration not stated)
18) Nc1cc(-c2cccc(F)c2)nn1S(=O)(=O)c1cccc2nsnc12
19) CCCn1c(-c2ccc(F)cc2)nc2c(NCCCN(CCO)CCO)nc(C)nc21
20) COC(=O)c1c(Oc2ccc(OC)cc2)nnc(-c2ccccc2)c1-c1ccccc1
21) CC(C)CCn1c(N2CCN(Cc3ccccc3)CC2)nc2c1c(=O)[nH]c(=O)n2C
22) Cc1cccc(S(=O)(=O)NCCC(=O)OC(C)C(=O)NC(=O)NC2CCCCC2)c1 (configuration not stated)
23) CC(C)(C)NC[C@@H](O)COc1nsnc1N1CCOCC1
24) COc1ccc(-c2nc3ccccc3o2)cc1NC(=O)c1ccc(-c2ccc(Br)cc2)o1

Screen / compound no.,17,18,19,20,21,22,23,24
IkB signaling,-2.0%,6.1%,.,?,-0.1%,0.8%,.,1.4%
Peg3 imprint,-2%,-20%,-10%,-12%[10.9 µM],-9%,-3%,-11%,-3%[10.9 µM]
p53ts 39C tox,-5%,-1%,0%,15%,7%,-22%,-12%,-2%
p53ts 32C kill,37%[activator],4%,7%,13%,-2%,-4%,-6%,7%

25) c1ccc2c(c1)sc1nnnn12
26) CN(Cc1ccco1)S(=O)(=O)c1nnc(NC(=O)c2cccc(Cl)c2)s1
27) CCCCN1C(=O)CN(C2CCCCC2)C(=O)C1c1ccc(OC(C)C)c(OC)c1 (configuration not stated)
28) CCSc1nnc(-c2ccc(S(=O)(=O)N3CCCC3)cc2)n1C
29) CC1=NN(C(N)=S)C(=O)C1N=Nc1ccccc1C (configuration not stated)
30) CCOC(=O)c1ccc(NC(=O)c2nc(S(=O)(=O)Cc3ccccc3)ncc2Cl)cc1
31) CC(C)(C)C(=O)Nc1cccc(C(=O)OCc2cc(=O)n3nc(C4CC4)sc3n2)c1
32) CCCCOc1ccc(CNC(=O)CN2CCSc3ccccc32)cc1

Screen / compound no.,25,26,27,28,29,30,31,32
IkB signaling,6.7%,-1.8%,?,1.1%,.,-1.9%,?,?
Peg3 imprint,-8%,-16%[10.9 µM],-12%[10.9 µM],-13%,.,-40%[inhibitor][10.9 µM],-9%[10.9 µM],-8%[10.9 µM]
p53ts 39C tox,-4%,-23%,-16%,-1%,19%,13µM*,-23%,-20%
p53ts 32C kill,-4%,-18%,-10%,6%,-5%,-11%,-6%,4%

33) CSc1ccccc1NC(=O)c1ccco1
34) Cc1ccc2nc(-c3ccc(NC(=O)COc4ccc(Br)cc4Br)cc3)sc2c1
35) COCCCNc1ncnc2nc[nH]c12
36) Cn1c(SCc2nc3ccccc3s2)nnc1-c1ccc2c(c1)OCO2
37) Cn1c(=O)[nH]c(=O)c2c1nc(CN1CCOCC1)n2CCCO
38) CCOC(=O)Cn1c(N)c(C(=O)OC)sc1=S
39) COc1ccc(O[C@H]2C=C[C@@H](c3ccccc3)O[C@H]2CO/N=C(/C)CCC(=O)OC[C@@H]2O[C@H](C#Cc3ccccc3)C=C[C@@H]2Oc2ccc(C)cc2)cc1
40) c1ccc(OCc2nc(-c3ccccc3)no2)cc1

Screen / compound no.,33,34,35,36,37,38,39,40
IkB signaling,-0.9%,3.9%,?,?,0.0%,-0.8%,.,?
Peg3 imprint,3%,4%[10.9 µM],-71%[inhibitor],-7%,-5%,-6%,.,-16%
p53ts 39C tox,9%,?,-12%,10%,-7%,7%,-7%[9.22 µM],-2%
p53ts 32C kill,1%,?,-11%,10%,6%,5%,6%[9.22 µM],3%

41) COc1ccc(-c2cc(C(F)(F)F)nc(N3CCN(C)CC3)n2)cc1
42) CCCCOc1ccc(C2C3CN(C(=O)OCC)CC=C3C(C#N)=C(N)C2(C#N)C#N)cc1OC (configuration not stated)
43) COc1cc2c(cc1OC)CN(CC(=O)NC(=O)NCc1ccco1)CC2
44) CCCNC(=O)c1cnc2sc(N3CCCCC3)nn2c1=O
45) Cc1cc(C(=O)CN2CC(C)OC(C)C2)c(C)n1-c1ccccc1 (configuration not stated)
46) O=C(NCc1cccnc1)c1cccc(S(=O)(=O)N2CCOCC2)c1
47) CC(C)(C)n1c(=O)[nH]c2c(c1=O)CCC2
48) O=C(O)c1ccc2nc(-c3cc4cc(F)ccc4oc3=O)[nH]c2c1

Screen / compound no.,41,42,43,44,45,46,47,48
IkB signaling,-2.9%,?,-2.0%,0.0%,1.3%,-0.9%,0.2%,?
Peg3 imprint,-3%,-29%,-4%,-8%[10.9 µM],4%,-5%,-5%,-19%[10.9 µM]
p53ts 39C tox,-12%,8%,-10%,-5%,-21%,-2%,3%,?
p53ts 32C kill,-17%,8%,5%,-4%,-11%,5%,8%,-9%

Part of the list above, field by field.
48	O=C(O)c1ccc2nc(-c3cc4cc(F)ccc4oc3=O)[nH]c2c1
- IkB signaling: ?
- Peg3 imprint: -19%[10.9 µM]
- p53ts 39C tox: ?
- p53ts 32C kill: -9%

43	COc1cc2c(cc1OC)CN(CC(=O)NC(=O)NCc1ccco1)CC2
- IkB signaling: -2.0%
- Peg3 imprint: -4%
- p53ts 39C tox: -10%
- p53ts 32C kill: 5%

42	CCCCOc1ccc(C2C3CN(C(=O)OCC)CC=C3C(C#N)=C(N)C2(C#N)C#N)cc1OC (configuration not stated)
- IkB signaling: ?
- Peg3 imprint: -29%
- p53ts 39C tox: 8%
- p53ts 32C kill: 8%

47	CC(C)(C)n1c(=O)[nH]c2c(c1=O)CCC2
- IkB signaling: 0.2%
- Peg3 imprint: -5%
- p53ts 39C tox: 3%
- p53ts 32C kill: 8%

(further entries)
49) COc1nc(-c2ccccc2)cc(-c2ccccc2)n1
50) CCN(CC)CCNC(=O)Cn1c(-c2ccccn2)nc2ccccc21
51) CCCC(=O)N=C1SC2CS(=O)(=O)CC2N1c1ccc(C(C)=O)cc1 (configuration not stated)
52) C=CCn1cc(C(=O)NCc2cccnc2)c(=O)c2cc(S(=O)(=O)N(CC)CC)ccc21
53) Cc1ccc(NC(=O)c2c(C)nn(-c3ccccc3)c2-n2cccc2)c(Cl)c1
54) COc1ccc(CCNCc2c(C(=O)O)c(C)n(Cc3c(F)cccc3Cl)c2C)cc1OC
55) CC(C)CN1CC2(CCN(C(=O)c3cnccn3)CC2)C1
56) COc1ccc(Cl)cc1NS(=O)(=O)c1cc(Br)cc2c1N(C(=O)C1CC1)CC2

Screen / compound no.,49,50,51,52,53,54,55,56
IkB signaling,17%,0.8%,-3.4%,-0.6%,0.5%,0.2%,2.0%[11.4 µM],4.4%
Peg3 imprint,.,16%,25%,-19%,-2%[10.9 µM],-2%[10.9 µM],.,-19%[10.9 µM]
p53ts 39C tox,-5%,9%,13%,-4%,-16%,-17%,7%,25%
p53ts 32C kill,-5%,3%,-13%,2%,2%,6%,1%,-5%

57) O=C(c1ccco1)N(Cc1cccnc1)c1nc2c(F)cc(F)cc2s1
58) Cc1ccccc1Nc1sc(C(=O)Nc2cccc(Cl)c2)c(N)c1C(N)=O
59) CCOc1ccc(C2N(c3ccc(OC)cc3)C(=O)C3CCCN32)cc1OC (configuration not stated)
60) CC(C)c1ccc(OCC(O)CN2CCN(c3ccccc3)CC2)cc1 (configuration not stated)
61) O=C(NC1CCCCCC1)c1cccc(COCC(F)(F)F)c1
62) O=c1c2ccccc2nnn1CSc1nnc(C2COc3ccccc3O2)n1-c1ccccc1 (configuration not stated)
63) CCCCc1ccc(Nc2cc(C)nc(-n3nc(C)cc3C)n2)cc1
64) N#Cc1cccc(-c2ccc3ncnc(N4CCNCC4)c3c2)c1

Screen / compound no.,57,58,59,60,61,62,63,64
IkB signaling,-2.1%,.,-1.8%,7.5%,.,2.0%,?,-5.0%[11.4 µM]
Peg3 imprint,10%[10.9 µM],.,-6%,-17%,.,-1%,-11%[10.9 µM],-32%[inhibitor]
p53ts 39C tox,-10%,-12%,-5%,-23%,8%,6%,?,8%
p53ts 32C kill,-6%,-26%,7%,0%,3%,7%,7%,0%

Screening data from PubChem BioAssay.
